Assay outcomes (PubChem)
Furin inh: inhibitors of human furin; P09958; purified furin, fluorogenic substrate cleavage; inhibition, % at 30 µM; 220,000 tested, 0.061% active; AID 463115; in the data active = inhibition above about 25%; also: inactives centre near -15
TRPN1 ag: agonists of zebrafish TRPN1 channel; 220,000 tested, 0.18% active; AID 1424; activation, % at 3 µM; HEK293 zebrafish TRPN1-YFP, Fluo-8 calcium fluorescence; 100% = response to 87 µM carbachol;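 active = activation above its plate's cutoff, the mean activation of test wells on that plate plus 3 SD, cut at about 19% in these data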;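 also: 0% = DMSO alone and 100% = 87 µM carbachol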
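Material – zebrafish TRPN1-YFP in HEK293 cells · Doses – 3 µM single point · Schedule – dye 1 h 37 °C plus 30 min RT · Signal – Fluo-8 calcium fluorescence, excitation 470-495 nm, emission 515-575 nm · Read-out – % activation versus carbachol response · Control set – carbachol high, DMSO low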
thrombin 1536: inhibitors of human thrombin. P00734. alpha-thrombin, Boc-VPR-AMC fluorogenic substrate cleavage. inhibition, % at 5 µM. 220,000 tested, 0.26% active;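 active = inhibition at or above 40%; inactive = inhibition below 40%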;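 also: 0% = enzyme with no compound and 100% = wells without enzyme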
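Assay system: human alpha-thrombin enzyme. Reagent: Boc-VPR-AMC substrate, 15 µM final. Compound dosing: one concentration per compound, 5 µM, with 0.2% DMSO. Incubation: room-temperature reaction. Technique: AMC fluorescence, 355/460 nm. Measure: % inhibition relative to enzyme controls and enzyme-free blanks.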
Cl transport mod: modulators of human KCC2 chloride dependent transport. AID 1456. KCC2 cells, thallium flux FluoZin-2 fluorescence. 190,000 tested, 2.2% active. B-score of Tl+ flux slope (higher = more flux/activation; lower = inhibition) at 10 µM;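 active = thallium flux slope and its plate-corrected score both differing from the plate sample mean at a set confidence after two filtering rounds, in either direction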;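 also: slope of fluorescence scaled to starting intensity during 10 to 20 s after thallium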
m-calpain inh: blocks pig calpain II enzyme activity; purified calpain II, fluorogenic peptide substrate, 30 min; inhibition, % at 16 µM; 220,000 tested, 0.37% active; AID 1236;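 active = inhibition above about 50%, limit read from the data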
TbHK1 inh: T. brucei hexokinase 1 inhibition. recombinant TbHK1, G6PDH-coupled NADH A340. inhibition, % at 10 µM. 220,000 tested, 0.11% active;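 active = inhibition of 50% or more in the single-dose primary screen; inactive = inhibition below 50%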
TRPML3 agonist: activates the human TRPML3 channel; Q8TDD5; HEK293 TRPML3-YFP, Fluo-8 calcium fluorescence; 100% = the carbachol control signal; activation, % at 3 µM; 220,000 tested, 0.29% active; AID 1448;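 active = activation above its plate's cutoff, the mean activation of the plate's test wells plus 3 SD, cut at about 12% in these data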;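 also: 0% = DMSO only wells and 100% = carbachol wells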
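system = HEK293 cells stably carrying human TRPML3-YFP | doses = one concentration, 3 µM nominal, 0.3% DMSO | timing = dye loading 1 h 37 °C then 30 min ambient, 125 s read | detection = Fluo-8 calcium dye fluorescence, ex 470-495, em 515-575 nm | benchmarks = high control carbachol 87 µM, low control DMSO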
EBV gp42 block: EBV gp42 inhibition; inhibition, % (tested at 21.74 µM); Fluorescence polarization binding assay, mP read-out; 220,000 tested, 0.42% active; Q1HVG2; in the data active = inhibition above about 50%
PPC-1+TRAIL kill: kills PPC-1 cancer cells in the presence of TRAIL; PPC-1 cells + TRAIL, ATPLite viability luminescence; cell killing (% activity), % at 4 µM; 220,000 tested, 0.41% active;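 active = cell killing above 50% in the first pass at 4 µM, then a duplicate retest at 5 µM averaging 50% or more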;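 also: plate controls were cells with TRAIL plus DMSO for no effect and medium-only wells lacking cells for full effect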
Active calls of the source: *; / = not tested or not shown; [ ] = remark or other dose.

structure	Furin inh	TRPN1 ag	thrombin 1536	Cl transport mod	m-calpain inh	TbHK1 inh	TRPML3 agonist	EBV gp42 block	PPC-1+TRAIL kill
COc1cc(C(=O)COC(=O)CNC(=O)C2CCCCC2)cc(OC)c1OC	-10[20 µM]	0.8	-1	0.96	-9	2	0.1	-14	16
COc1ccc(-c2cc(=O)c3cc(O)ccc3o2)cc1	-1	-2.6	1	-0.2	22	-25	-0.1	-16	19[5 µM]
CC1CCCN(C(=O)CNC(=O)Cn2ccc3ccccc3c2=O)C1 (stereo not drawn)	-18	1.0	-6	0.21	-1	7	-0.1	-1	19
Cc1ccc(S(=O)(=O)N2CCC(C(=O)NC3CCCCCC3)CC2)cc1	-25	0.0	-10	/	-24	-3	0.5	-5	10
Cc1nn(CC(=O)Nc2cc(S(=O)(=O)N(C)C)ccc2Cl)c(C)c1[N+](=O)[O-]	3	1.1	-6	1.6	23	33	0.9	-4	8
Cc1ccc(C(F)(F)F)cc1NC(N)=S	-22	-0.2	-4	0.84	15	1	0.9	-13	22
CCOC(=O)N1CCN(c2cc(C)c(C(C)=O)cc2F)CC1	-4	0.0	4	0.32	1	-9	0.1	-9	20
Cc1c(C(=O)Nc2nc3ccccc3[nH]2)oc2c(Cl)cccc12	-18	1.4	-5	3.4	-27	-28	0.4	-10	10

Remaining list, next part:
structure	Furin inh	TRPN1 ag	thrombin 1536	Cl transport mod	m-calpain inh	TbHK1 inh	TRPML3 agonist	EBV gp42 block	PPC-1+TRAIL kill
CCOc1ccccc1N1CCN(C(=S)NCc2ccccc2)CC1	-12	0.9	-2	-1.5	13	-4	0.2	-10	29
C=CCc1ccc(OC(=O)c2ccccc2)c(OC)c1	-16	-1.9	1	-0.063	36	-2	-0.1	-16	15
O=C(CCCc1ccccc1)Nc1nnc(C(F)(F)F)s1	-33	1.2	-4	-1.1	-16	-1	1.1	7	8
CC1=C(C(=O)OCc2ccccc2)C(c2ccsc2)C(C#N)=C(N)O1 (stereo not drawn)	3[20 µM]	0.7	-4	-0.81	37	-2	0.3	3	8
COC(=O)c1ccc(NC(=O)C2CC2)o1	-22	1.4	1	0.76	-7	0	0.3	-12	21
CC(=O)N=c1sc2nc3ccccc3nc2n1N(C(C)=O)C(C)=O	-8	3.0	7	-1.3	-23	-28	1.0	-4	-3[5 µM]
CN(Cc1cccs1)C(=O)CSc1nnnn1C	-5[20 µM]	-0.1	0	0.18	9	-4	0.9	4	16
O=C(CCc1ccc(S(=O)(=O)NC2CCCCC2)cc1)Nc1ccccc1	-19[20 µM]	2.2	-9	0.18	25	-1	0.9	-6	8

(list continues)
structure	Furin inh	TRPN1 ag	thrombin 1536	Cl transport mod	m-calpain inh	TbHK1 inh	TRPML3 agonist	EBV gp42 block	PPC-1+TRAIL kill
O=C(CSc1ccccc1)Nc1ccc(N2CCN(c3ccccc3)CC2)c(F)c1	-20[20 µM]	1.2	-1	-0.56	11	-4	1.3	-38	6
COC(=O)c1ccc(NC(=O)CCN2CCN(CCC(=O)Nc3ccc(C(=O)OC)cc3)CC2)cc1	-18[20 µM]	0.2	6	0.67	-17	-4	-0.3	-14	19
CCN(CC)S(=O)(=O)c1cc(C(=O)Nc2ccccc2C(=O)O)ccc1OC	-17	0.7	0	/	8	-4	-0.1	-5	21
CCN(CC)CCOC(=O)c1ccc(NC(=O)c2cn(-c3ccccc3)nc2-c2cccs2)cc1	-24	-0.4	/	1.1	-46	-8	0.4	-3	42
Cc1ccc(OC(C)C(=O)N(Cc2cccs2)C2CCS(=O)(=O)C2)cc1C (stereo not drawn)	-1	-0.4	-9	-0.67	4	-6	-0.5	-13	8
CCn1c(-c2ccccc2Cl)nn(CC(=O)Nc2ccc(OC)cc2)c1=S	-15[20 µM]	4.2	2	0.011	6	3	1.2	-21	-1
O=C(NCC(c1cccs1)N1CCOCC1)c1cc([N+](=O)[O-])ccc1Cl (stereo not drawn)	-23	0.2	-3	1.1	2	-14	0.1	-10	2
Fc1cccc(Cl)c1CSc1ncn[nH]1	-13	-1.5	2	0.68	20	4	-0.1	3	14

New compounds follow:
structure	Furin inh	TRPN1 ag	thrombin 1536	Cl transport mod	m-calpain inh	TbHK1 inh	TRPML3 agonist	EBV gp42 block	PPC-1+TRAIL kill
CC(C)(C)NNC(=S)Nc1ccc(S(=O)(=O)N2CCOCC2)cc1	-9	1.6	-9	1.7	12	9	1.1	-3	24
O=C(N/N=C/C=C/c1ccco1)C(O)c1ccccc1 (stereo not drawn)	-13[20 µM]	1.7	/	0.023	/	-54	0.6	/	/
CC1=CS(=O)(=O)CC1Sc1ncn[nH]1 (stereo not drawn)	-15[20 µM]	0.5	-2	-0.02	17	-2	1.3	-2	5
Cc1nn(Cc2ccccc2)c(C)c1NC(=O)CCCn1nc([N+](=O)[O-])c(Cl)c1C	-27	0.6	-2	-1.8	11	-2	-0.1	-1	25
CCNC(=S)NNC(=O)c1cc(C)nc2ccccc12	-16	-0.7	-6	1.2	-6	-11	0.8	-7	-1
CCn1c(-c2ccccc2SC)n[nH]c1=S	-17	0.8	-9	0.5	0	-1	0.1	-11	-20
COc1ccccc1Nc1nc(NCc2ccco2)nc(N)c1[N+](=O)[O-]	-25	-1.2	-1	-0.86	13	-6	-0.4	2	-19
CC(C)N1CCC(NC(=O)NC2CCCCC2)CC1	-21	1.3	-14	0.46	-7	5	0.8	5	1

(listing goes on)
structure	Furin inh	TRPN1 ag	thrombin 1536	Cl transport mod	m-calpain inh	TbHK1 inh	TRPML3 agonist	EBV gp42 block	PPC-1+TRAIL kill
O=C(O)c1cc2cc(Cl)ccc2oc1=O	-17	-0.4	4	/	-13	-15	0.7	-7	14
COC(=O)c1c(NC(=O)c2ccco2)sc(C)c1C	-16[20 µM]	0.4	0	1	-84	1	0.8	-8	-1
CCOC(=O)c1cnc2ccccc2c1NCCO	-6	1.3	-2	-0.17	23	-9	0.4	-15	11
CN(C)S(=O)(=O)c1cccc(NC(=S)N2CCc3ccccc32)c1	-15	1.6	-3	-1	15	-3	-0.1	0	29
N#Cc1ccc(CSc2nnc3[nH]c(=O)cc(N)n23)cc1	-6	1.0	-7	1.9	-26	-2	0.6	3	30
CC1C(=O)CC(c2ccc([N+](=O)[O-])cc2)NC1c1ccc([N+](=O)[O-])cc1 (stereo not drawn)	-18	0.0	-3	0.23	-5	4	0.1	1	20
Cc1cc(C)nc(SCC(=O)O)n1	6	0.4	-11	0.84	11	2	0.6	-5	-7
CCC(C)(C)NC(=O)c1ccc(S(=O)(=O)N(C)c2ccccc2OC)cc1	-4[20 µM]	0.7	1	0.016	-1	9	-0.2	-14	19

Following part
structure	Furin inh	TRPN1 ag	thrombin 1536	Cl transport mod	m-calpain inh	TbHK1 inh	TRPML3 agonist	EBV gp42 block	PPC-1+TRAIL kill
Cc1ccc(/C=C/C(=O)O)cc1S(=O)(=O)NCc1ccco1	-26	1.1	-5	1.5	-51	0	1.6	-11	21
Cc1cc(C)n(CCNCc2c(C(=O)N3C[C@@H](C)O[C@@H](C)C3)nc3ccc(Cl)cn23)n1	-28	2.6	-5	-0.95	-30	0	0.4	-1	0
O=c1[nH]n(-c2ccccn2)c(=O)c2ccccc12	-22	0.8	2	0.14	18	1	0.9	-3	35
Cn1c(SCC(=O)Nc2ccccc2)nc(O)cc1=O	-20	-1.5	-3	1	-33	-3	-0.3	-14	19
O=C1C2C3C=CC(C3)C2C(=O)N1c1ccc2c(c1)OCO2 (stereo not drawn)	-10	0.2	0	0.22	-17	-2	0.8	-5	18
CCN(CC)c1ccc(CN2CCC(C(=O)NCc3ccc(C)cc3)CC2)cc1	-19	-0.3	-4	-0.71	3	20	0.6	-21	/
COc1cc(NC(=O)Cc2nn(C)c(=O)c3ccccc23)cc(OC)c1OC	-15[20 µM]	1.4	9	0.42	-16	2	0.5	-19	4
O=C(CCCOc1ccc(Cl)cc1Cl)N/N=C\C1CCCCC1	-1[20 µM]	-1.0	1	0.82	-18	3	0.3	-16	6

Additional entries.
structure	Furin inh	TRPN1 ag	thrombin 1536	Cl transport mod	m-calpain inh	TbHK1 inh	TRPML3 agonist	EBV gp42 block	PPC-1+TRAIL kill
CCOC(=O)C1CCN(C(=O)CSc2c3c(nc4ccccc24)CCC3)CC1	2	-0.4	1	-2.1	11	-9	-0.4	-6	-5
O=C(NCCC1=CCCCC1)c1coc(=O)c(Br)c1	-3[20 µM]	0.0	5	1.2	20	-10	-1.1	-16	10
O=C(CN(C(=O)CCC(=O)Nc1ccccn1)c1ccc2c(c1)OCO2)NCc1ccco1	-32	0.4	2	-0.62	-47	4	0.7	-1	-11
COCCN(CC(=O)NC1CCCCC1)C(=O)/C=C/C(=O)c1ccc(OC)cc1O	-19	-0.3	-2	0.03	-36	-8	0.5	-14	/
CC(C)n1nnnc1SCC(=O)NCc1ccco1	-16[20 µM]	-0.6	-2	0.4	-20	10	0.1	1	/
CSc1cccc(NC(=O)COc2cccc3ccccc23)c1	-19[20 µM]	-1.5	-6	0.79	15	-10	0.8	-3	13
O=c1[nH]n(-c2ccc(Cl)cc2)c2ncccc12	-16[20 µM]	0.5	-2	0.026	-7	-10	-1.0	-5	11
CC(C(=O)Nc1sc2c(c1C(=O)NCc1ccco1)CCCC2)N1C(=O)c2ccccc2C1=O (stereo not drawn)	-7[20 µM]	0.8	-3	0.77	-10	1	1.1	-21	32

Remaining list, next part:
structure	Furin inh	TRPN1 ag	thrombin 1536	Cl transport mod	m-calpain inh	TbHK1 inh	TRPML3 agonist	EBV gp42 block	PPC-1+TRAIL kill
CCOC(=O)N1CCN(C(=O)NC2CCCCC2)CC1	-16[20 µM]	1.3	-5	1.1	-11	0	0.6	-11	-4
COC(=O)c1ccc(NC(=S)N(Cc2cccnc2)Cc2ccco2)cc1	-17	1.1	4	0.049	-2	1	1.2	5	-2
COc1cc2c(C(=O)NCc3ccccn3)cn(C)c(=O)c2cc1OC	-15	-1.6	-4	/	-43	-14	0.1	-14	8
O=C(CN1C(=O)CSC1=O)NC1CCCCC1	-15[20 µM]	-0.5	0	0.36	-15	3	-0.1	-2	5
CCN1CCN(Cc2nc(N)nc(Nc3ccc(C)c(C)c3)n2)CC1	-22	0.2	-2	-0.73	13	0	0.5	0	2
COc1ccccc1C(=O)Nc1ccc(-c2nnn(CC(=O)NCc3ccco3)n2)cc1	-24	-0.1	-2	1.2	-55	-27	1.3	1	2
